Ins promoter up: MIN6 insulin promoter up-regulation | MIN6 insulin promoter-GFP reporter, high-content imaging; hits give high values | z-score at 5 µM | 0.3% of 190,000 active | AID 1625;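 active means z-score above 3 at 5 µM with at least 500 cells counted in the well; inconclusive means wells under 500 cells, flagged as cytotoxic or low count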
WT yeast gro inh: growth inhibition of WT yeast, mitochondrial fusion screen; inhibition, % at 10 µM; 2.1% of 190,000 active; mitochondrial fusion phenotypic screen, WT strain; in the data active means inhibition above about 58%; tested in S. cerevisiae
HIV peptide binding: inhibitors of HIV fusion peptide binding, primary screen, biochemical, uHTS, fluorescence dequenching (AID 1986); cell-free peptide binding, fluorescence dequenching, 30 min; higher % means a stronger effect; inhibition, % at 20 µM, or IC50 in µM where a hit was titrated; 0.3% of 290,000 active; in the data active means inhibition mostly above about 52%, no sharp cut-off; inactive means mostly below about 76%; further: some results filed as inactive read as strong as hits
bCat nuc transl: alters nuclear translocation of beta-catenin in HeLa cells; 0.3% of 190,000 active; nuclear translocation activity, % at 5 µM; AID 1665; immunofluorescence imaging;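 active means nuclear translocation activity above 50% at 5 µM, with a well cell count of 50 or more; inconclusive means wells under 50 cells across six images, flagged as toxic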;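 further: per-cell ratio of nuclear to cytoplasmic median beta-catenin stain intensity; plate controls were DMSO negative control for no effect and GSK-3 inhibitor IX positive control for full effect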
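Assay system: human HeLa cells, native beta-catenin; doses: 5 µM primary, 0.02–20 µM confirmation; incubation: compound treatment 24 h, 37°C, 5% CO2; technique: fluorescence imaging of beta-catenin antibody stain plus DAPI; measure: % activation, nuclear-to-cytoplasmic median beta-catenin signal ratio per cell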
MT stabilize HCS: microtubule stabilizers in HeLa cells. 0.83% of 200,000 active. % tubulin-high responders, % at 10 µM. HeLa tubulin immunostaining HCS, 24 h; share of cells brighter than vehicle mean+2SD;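 active means plate Z-score above 3 for both tubulin-high and condensed-nucleus cell shares, with cell loss under 80%, at 10 µM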;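 further: anti alpha tubulin signal scored within the nucleus-defined area of each cell; some results filed as inactive read as strong as hits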
Autophagy HCS: modulators of autophagy; calls only at 10 µM (by protocol); MEF GFP-LC3 puncta imaging; test concentration mostly 10 µM; 0.98% of 190,000 active;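 active means percentage of spot-positive cells more than 3 SD above its plate mean, without a fluorescence outlier flag or 80% toxicity; inconclusive means no clear call, values can overlap the other calls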;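 further: spot-positive cell cutoff set from DMSO-treated cells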
Yfh1-depleted yeast: mitochondrial function rescue without frataxin homolog – Friedreich's ataxia, plus single-dose screen, dose response (AID 1465). S. cerevisiae Yfh1-off respiration, WST-1 reduction, 72 h; higher fold induction means a stronger effect. fold induction at 50 µM, or EC50 in µM where a hit was titrated. 0.074% of 220,000 active;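 active means fold induction of absorbance versus untreated yeast above a set limit, then at least 30% activation at any dose in follow-up; inconclusive means repeats straddling the limit, or above it without dose testing; inactive means fold induction below the set limit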;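 further: activators that raise dye reduction in frataxin-depleted yeast; strong numbers were not always called active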
Dynein transport: dynein cargo transport inhibition; 0.47% of 220,000 active; 3617.4 mouse cells, GR-EGFP nuclear translocation imaging; test concentration mostly 20 µM; stimulated with dexamethasone, 1 µM; hits give low values; z-score, hits read low;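 active means plate z-score of nuclear minus cytoplasmic receptor signal below a set negative limit, without overly bright fluorescence or cell loss, cut at about -3.5 in these data, passing the limit was not always enough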;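 further: z-score of nuclear minus cytoplasmic ring GR-EGFP intensity difference per well; some compounds called inactive have numbers as strong as hits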
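Buffer or medium: tetracycline-free induction medium containing charcoal-stripped FBS / Reagent: dexamethasone agonist, 1.0 µM final, for 30 min / Technique: automated 10x imaging of fixed Hoechst-stained cells / Times: induction 48 h, compound 1 h, agonist 30 min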
AID2073: inhibitors of Mint1-CaV2.2 protein interaction, biochemical, HTRF (AID 2073); one-dose inhibition, % at 20 µM; IC50 in µM for titrated hits; 0.19% of 290,000 active; HTRF protein-protein interaction, Mint1-CaV2.2; higher % means a stronger effect; in the data active means inhibition mostly above about 51%, no sharp cut-off; inconclusive means no clear call, values can overlap the other calls; inactive means mostly below about 53%; further: some results filed as inactive read as strong as hits
WT yeast gro inh mutant strain: second read-out of WT yeast gro inh, no call of its own (marks repeat the call); inhibition, %; mitochondrial fusion phenotypic screen, mutant strain inhibition
Dynein transport cytoplasmic EGFP: second read-out of Dynein transport, no call of its own (marks repeat the call); z-score; measured here: cytoplasmic GR-EGFP intensity; hits give high values
Dynein transport nuclear GR-EGFP: second read-out of Dynein transport, no call of its own (marks repeat the call); z-score; measured here: nuclear GR-EGFP intensity;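 lower value marks the stronger effect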
Dynein transport cell count: second read-out of Dynein transport, no call of its own (marks repeat the call); z-score; measured here: cell count per field
Ins promoter up cell count: also measured in Ins promoter up; calls as there; cell count; measured here: cytotoxicity, nuclei count;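 total cells summed across four imaged fields per well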
bCat nuc transl cell count 5 µM: also measured in bCat nuc transl; calls as there; cell count; measured here: cell count, cytotoxicity flag
MT stabilize HCS Hoechst-high %: second read-out of MT stabilize HCS, no call of its own (marks repeat the call); % Hoechst-high responders; measured here: nuclear condensation Hoechst responders;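 share of cells brighter than vehicle mean plus two SD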
MT stabilize HCS cytotoxicity %: also measured in MT stabilize HCS; calls as there; toxicity, %; measured here: cytotoxicity by cell density;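 0% = mean cell density of plate MIN control wells and 100% = no cells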
Autophagy HCS cell loss 18 h: also measured in Autophagy HCS; calls as there; toxicity, %; measured here: cell loss, nuclei count;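 cell loss after 18 h compound exposure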
* hit, by the source's call; i = inactive; ? = inconclusive; . = not tested or not shown.

Under each structure: Ins promoter up, Ins promoter up cell count, WT yeast gro inh, WT yeast gro inh mutant strain, HIV peptide binding, bCat nuc transl, bCat nuc transl cell count 5 µM, MT stabilize HCS, MT stabilize HCS Hoechst-high %, MT stabilize HCS cytotoxicity %, Autophagy HCS, Autophagy HCS cell loss 18 h, Yfh1-depleted yeast, Dynein transport, Dynein transport cytoplasmic EGFP, Dynein transport nuclear GR-EGFP, Dynein transport cell count, AID2073
1) O=C(CSc1ccc(C(F)(F)F)cc1[N+](=O)[O-])Nc1ccc2ccccc2c1
    0.02, 1331, 1, 0, -0.5%, -0.1, 506, 2.3, 1.5, 8.6, i, 0, i, -0.13, 0.31, 0.18, 0.81, 5%
2) Cc1sc(NC(=O)C(C)C)c(C(=O)Nc2ccccc2)c1C
    -0.76, 1660, -18, -9, -2.0%, 2.2, 1223, 3.2, 1.9, 7.9, i, 16, i, 0.57, -0.23, -0.14, 0.33, -7%
3) O=C(CN1CCN(S(=O)(=O)c2ccc(Br)cc2)CC1)Nc1ccc(F)cc1F
    -0.23, 1774, 22, 20, 2.6%, -2.2, 1132, 4.5, 3.4, 7.6, i, 16, i, -0.78, -0.29, -0.66, 0.97, -4%
4) Cc1cccc(-n2c(SCc3cc(=O)n4ccsc4n3)nc3ccccc3c2=O)c1
    ., ., -21, -10, -1.6%, ., ., 4.0, 2.0, 5.4, i, 7, i, 0.21, 0.22, 0.24, 2.3, 0%
5) C/C(=N/NC(=O)CNC(=O)/C=C/c1ccco1)c1ccc(Cl)cc1
    1, 1514, -2, -9, 10%, -1.4, 1038, 1.8, 1.4, 7.0, i, -5, i, 0.62, -0.23, 0.43, 0.14, 62%
6) Cc1ccc(C(=O)NC2CCN(C(=O)N3CCOCC3)CC2)cc1
    -0.51, 1301, 2, 14, 54%, -6.0, 1026, 3.5, 2.6, 4.2, i, -15, i, 0.42, -0.3, 0.036, -0.25, -2%
7) O=S(=O)(/N=C(/Nc1ccccn1)c1ccc(Cl)cc1)c1ccc(Cl)cc1
    ., ., -19, -13, 0.7%, 0.6, 906, 3.8, 3.1, 6.2, i, 3, i, -0.32, -0.28, -0.36, 0.52, 27%
8) O=C(CN1CCC(N2CCCCC2)CC1)N1CCCc2ccccc21
    1.2, 943, 18, 7, 2.1%, -4.8, 1205, 2.1, 2.3, 9.3, i, -3, i, -0.62, -0.24, -0.028, 0.62, 12%
9) CC1CC(C)CN(S(=O)(=O)c2ccc(C(=O)Nc3sccc3C(N)=O)cc2)C1 (stereo not drawn)
    ., ., 3, -16, 1.1%, -2.2, 1121, 2.6, 2.1, 1.1, i, 8, i, -0.39, -0.18, -0.12, -0.2, 11%
10) Oc1cccc2cnccc12
    -0.35, 1008, ., ., -1.9%, -0.3, 1279, ., ., ., ., ., i, -0.57, -0.77, -0.56, 0.059, -7%
11) CCCCC(=O)NC(Nc1ccc(C)cn1)(C(=O)OCC)C(F)(F)F (stereo not drawn)
    0.46, 1072, 3, -5, 0.3%, -1.1, 1143, 4.2, 3.0, 7.5, i, -1, i, -0.4, -0.15, 0.17, -0.99, 4%
12) COc1ccc(Nc2nc(NCCO)nc(OC)n2)cc1
    ., ., 5, 16, -3.1%, -1.4, 1037, 1.0, 1.1, 4.3, i, -1, i, -0.21, -0.12, 0.19, -0.24, 12%
13) CCCC(=O)Nc1ccc(C)c(O)c1
    0.07, 942, 16, 16, 3.1%, ., ., 1.5, 1.8, 3.6, i, 7, i, 0.34, -0.24, 0.65, 0.13, 0%
14) CC1CC(O)(Cc2ccccc2)C(C)CN1C (stereo not drawn)
    0.41, 928, -6, 5, -1.1%, 1.7, 938, 1.3, 1.9, 6.6, i, -5, i, 0.013, -0.071, -0.044, 0.2, 5%
15) COc1ccccc1C(=O)N1CCN=C1SCc1cccnc1
    0, 1283, 2, 14, -2.6%, ., ., 3.6, 3.5, 6.2, i, -2, i, -0.31, -0.15, -0.19, 0.75, -6%
16) Cc1cccc[n+]1CC(=O)N1c2ccccc2Sc2ccccc21
    -0.29, 1451, 25, 16, 0.5%, -0.8, 1491, 2.0, 1.6, 5.8, i, -3, i, -0.12, -0.22, 0.44, -0.29, 0%
17) COc1ccc(Cn2c(=O)[nH]c3cc(C(=O)NC4CCN(Cc5ccccc5)CC4)ccc32)cc1
    -0.46, 1282, -22, -9, -1.0%, 1.0, 1468, 3.9, 3.3, 14, i, -11, i, -0.77, -0.36, -0.85, 0.74, -5%
18) CCOc1ccc(-c2csc(NC(=O)CSC3=NC(=O)CN3C(C)=O)n2)c2ccccc12
    0.39, 1270, 0, -13, -1.1%, -0.8, 1027, 3.0, 1.8, 3.7, i, -23, i, -0.33, -0.03, -0.27, -0.87, 4%
19) C=CCN(CC=C)CCOc1ccccc1F
    -0.17, 1337, -10, 11, 0.4%, -1.4, 1165, 3.4, 1.2, 1.6, i, -1, i, 0.19, -0.28, 0.22, 0.49, -8%
20) CCCCc1ccc(-c2ccc(Br)cc2)nc1
    ., ., 33, 16, -1.2%, 7.1, 505, 2.7, 2.3, 7.6, i, 3, i, -0.48, -0.22, -0.58, 1.4, 5%
21) COc1ccc(C(CC(=O)O)NC(=O)C2CCCCC2)cc1 (stereo not drawn)
    -0.32, 1285, -4, -12, -0.2%, -0.9, 810, 3.7, 1.5, 10, i, 8, i, -0.85, -0.19, -0.13, -0.17, 12%
22) COC(=O)c1ccc(CN2[C@H](C(=O)OC)C[C@@]3(O)[C@H](O)[C@H](O)[C@H](O)C[C@@H]23)cc1
    1.1, 989, ., ., -1.5%, -2.5, 1149, ., ., ., ., ., i, -1.3, -0.62, -0.56, 0.81, -3%
23) COc1cc(CNn2c(C)n[nH]c2=S)cc(Br)c1OCc1ccc(F)cc1
    -0.41, 1240, 2, 10, -1.8%, ., ., 4.8, 4.2, 5.2, i, 4, i, -0.42, -0.31, -0.28, 0.35, -15%
24) Cc1cc(C)c2c(N)c(C(=O)c3ccc(Cl)cc3)sc2n1
    -1.1, 1003, 10, -26, -2.7%, -1.0, 448, 3.7, 2.1, 1.1, i, -8, ?, -0.39, -0.32, -0.52, 0.69, -1%
25) COc1ccccc1Nc1ncnc2c1cnn2-c1cccc(C)c1
    -0.09, 1485, 11, -13, 0.9%, -0.1, 1466, 4.2, 2.6, 3.4, i, -1, i, 3.6, -0.22, 2.3, -1.9, 11%
26) O=C(CNC(=O)c1ccc(Br)cc1)NCC(=O)OCc1ccc(Cl)cc1
    0.56, 1530, -14, -24, 1.2%, -0.1, 945, 2.8, 2.1, 9.8, i, 5, i, -0.71, -0.34, 0.057, 0.53, 6%
27) COc1cc2nc(C3CCC3)nc(N3CCN(c4ccccc4OC)CC3)c2cc1OC
    -1.3, 1001, 83*, 79*, -1.8%, ., ., 2.0, 1.7, 6.2, i, 4, i, -1, -0.05, -0.48, 0.47, 2%

Ordered by number of heavy atoms (largest number first): some entries from above.
Under each structure: Ins promoter up, Ins promoter up cell count, WT yeast gro inh, WT yeast gro inh mutant strain, HIV peptide binding, bCat nuc transl, bCat nuc transl cell count 5 µM, MT stabilize HCS, MT stabilize HCS Hoechst-high %, MT stabilize HCS cytotoxicity %, Autophagy HCS, Autophagy HCS cell loss 18 h, Yfh1-depleted yeast, Dynein transport, Dynein transport cytoplasmic EGFP, Dynein transport nuclear GR-EGFP, Dynein transport cell count, AID2073
23) COc1cc(CNn2c(C)n[nH]c2=S)cc(Br)c1OCc1ccc(F)cc1
    -0.41, 1240, 2, 10, -1.8%, ., ., 4.8, 4.2, 5.2, i, 4, i, -0.42, -0.31, -0.28, 0.35, -15%
26) O=C(CNC(=O)c1ccc(Br)cc1)NCC(=O)OCc1ccc(Cl)cc1
    0.56, 1530, -14, -24, 1.2%, -0.1, 945, 2.8, 2.1, 9.8, i, 5, i, -0.71, -0.34, 0.057, 0.53, 6%
25) COc1ccccc1Nc1ncnc2c1cnn2-c1cccc(C)c1
    -0.09, 1485, 11, -13, 0.9%, -0.1, 1466, 4.2, 2.6, 3.4, i, -1, i, 3.6, -0.22, 2.3, -1.9, 11%
21) COc1ccc(C(CC(=O)O)NC(=O)C2CCCCC2)cc1 (stereo not drawn)
    -0.32, 1285, -4, -12, -0.2%, -0.9, 810, 3.7, 1.5, 10, i, 8, i, -0.85, -0.19, -0.13, -0.17, 12%
24) Cc1cc(C)c2c(N)c(C(=O)c3ccc(Cl)cc3)sc2n1
    -1.1, 1003, 10, -26, -2.7%, -1.0, 448, 3.7, 2.1, 1.1, i, -8, ?, -0.39, -0.32, -0.52, 0.69, -1%
19) C=CCN(CC=C)CCOc1ccccc1F
    -0.17, 1337, -10, 11, 0.4%, -1.4, 1165, 3.4, 1.2, 1.6, i, -1, i, 0.19, -0.28, 0.22, 0.49, -8%
